High-throughput results as filed in PubChem.
ASM inhibitor – Inhibitors of Secretory Acid Sphingomyelinase (S-ASM): qHTS. Sphingomyelin phosphodiesterase (Homo sapiens), P17405. placental ASM, HMU-PC fluorogenic substrate, 60 min. Potency, µM (series often up to 57.5 µM), without a hit: top-dose activity change, negative = inhibition, most hits filed as inhibitors. 340,000 compounds, 0.006% hits. AID 504937, 2011; also: potency is read from the fitted curve at half-maximal effect
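Human placenta-derived ASM enzyme was preincubated with compound for 10 minutes at room temperature, then given fluorogenic substrate HMU-PC0 (9 uM final) for 60 minutes at 37 °C; a pH 10 stop preceded fluorescence reading at Ex 386/Em 447 nm.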
A-T KAP1 phos – qHTS Assay for Identifying a Potential Treatment of Ataxia-Telangiectasia; […] A-T fibroblasts, KAP-1 phosphorylation AlphaLISA; neocarzinostatin DNA damage 30 min before lysis; Potency, µM (doses to about 57.5 µM), for the others: at the top dose activation, hits mostly activators; 320,000 compounds, 0.19% hits; AID 485349, 2010; also: potency is read from the fitted curve at half-maximal effect; % of control where 0% means no effect; nearly all actives have a fitted effect of over 45% in size
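ATM-like activity read as KAP-1 phosphorylation via AlphaLISA donor/acceptor antibody pairs after lysis and 6 hr at 25C. Cells were ATM-null patient fibroblasts ([…], hTERT), dosed 60 min, then exposed to the DSB inducer NCS for 30 min.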
TSG101-PTAP inh – qHTS Assay for Iinhibitors of HIV-1 Budding by Blocking the Interaction of PTAP/TSG101 | Tumor susceptibility gene 101 protein (Homo sapiens), Q99816 | Potency, µM (highest dose often 115 µM), without a hit: at the highest dose activity change, negative = inhibition, most hits filed as inhibitors | Fluorescence polarization, FITC-PTAP peptide / Tsg101 binding | 340,000 tested, under 10 active; active = well fitted inhibition curve with a large enough effect in the main read-out, with a control signal flat, not every such curve was filed as active; inconclusive = small, poorly fitted or top-dose-only effect, or effect the other way, or a change in a side signal; inactive = no such curve, though single readings can be large or run the other way; also: potency is read from the fitted curve at half-maximal effect; % of control where 0% means no effect
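Fluorescence anisotropy tracks displacement of a FITC-tagged PTAP peptide (50 nM) from the Tsg101 binding domain (10 uM), following a 20 min room-temperature incubation at pH 7.5.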
a7 integrin act – qHTS for Activators of Integrin-Mediated Alleviation for Muscular Dystrophy; alpha7betagal myoblasts, beta-gal FDG fluorescence, 48 h; Potency, µM (doses to about 38.3 µM), for the others: top-dose activation, hits mostly activators; 350,000 compounds, 0.064% hits;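 also: potency is read from the fitted curve at half-maximal effect; 100% = response of the positive control SU9516; nearly all actives have a fitted effect of over 60% in size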
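Alpha7betagal+/- myoblasts (passage 13) were plated 16-24 hr, then exposed to compounds (1:260 dilution of DMSO stock) for 48 hours at 37C. After MPER lysis, β-galactosidase reporter activity was read as FDG fluorescence (ex 480/em 540) after 30 minutes.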
TCR act – Activators of T cell receptors: qHTS campaign. primary human leukocytes, anti-CD3, IL-2 HTRF, 48 h. Potency, µM (doses to about 9.22 µM), for inactives: top-dose activation of IL-2 secretion, most hits filed as activators. 330,000 tested, under 10 active. AID 504894, 2011; also: % of control where 0% means no effect
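Human primary leukocytes + a-CD3 beads + cpd, 48 hr; IL-2 in supernatant by HTRF (ex 320nm / em 665nm). No co-stimulatory signal supplied.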
Mito fusion yeast – qHTS Assay for Small Molecule Inhibitors of Mitochondrial Division or Activators of Mitochondrial Fusion; 320,000 compounds, 0.23% hits; Potency, µM (top dose mostly 46.1 µM), without a hit: at the highest dose growth rescue (activation), hits mostly activators; S. cerevisiae fusion-defective mutant growth rescue, CellTiterGlo 48 h; AID 485298, 2010;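 also: potency is read from the fitted curve at half-maximal effect; % of control where 0% means no effect; nearly all actives have a fitted effect of over 45% in size; temperature-sensitive fusion mutants such as fzo1-1 at 37 °C on non-fermentable ethanol glycerol medium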
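Growth-rescue viability read-out: after 48 h at the non-permissive 37C in glycerol/ethanol YPEG, yeast mitochondrial fusion mutants are measured by CellTiterGlo luminescence; compounds (23 nl pinned per well) restoring growth score as division inhibitors or fusion activators.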
ELG1 repair inh – qHTS screen for small molecules that inhibit ELG1-dependent DNA repair in human embryonic kidney (HEK293T) cells expressing luciferase-tagged ELG1. AID 504467, 2011. Potency, µM (highest dose often 46.1 µM), inactives show at the top dose activity change, negative = inhibition, most hits filed as inhibitors. 330,000 compounds, 2.3% hits. HEK293T ELG1-luciferase reporter, luminescence, 16 h; DNA damage induced by 5-fluorouridine; also: potency is read from the fitted curve at half-maximal effect; % is scaled to controls: 0 for no effect and ±100 for the full control effect; nearly all actives have a fitted effect of over 55% in size
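In this reporter screen, reduction of luminescence relative to DMSO vehicle indicated activity. Compounds and 5-fluorouridine were added together to 2,000 cells per well, incubated for 16 hr at 37 °C, then developed with ONE-Glo.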
Tb PFK inh – qHTS Assay to Find Inhibitors of T. brucei phosphofructokinase; ATP-dependent 6-phosphofructokinase (Trypanosoma brucei brucei), O15648; T. brucei PFK, ADP-Glo luminescence; Potency, µM (highest dose often 57.5 µM), without a hit: top-dose activity, negative = inhibition, actives largely listed as inhibitors; 330,000 compounds, 0.17% hits; AID 485367, 2010;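 also: potency is read from the fitted curve at half-maximal effect; 0% = uninhibited 1x PFK enzyme wells and -100% = no-enzyme wells; nearly all actives have a fitted effect of over 60% in size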
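Compounds were pin-transferred as a titration series up to 57 uM into substrate buffer (0.5 mM F6P, 0.1 mM ATP, pH 8.0), then 1.25 nM PFK was added and reactions ran 45 min before ADP-Glo detection.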
BCR signal inh – qHTS Assay to Find Inhibitors of Chronic Active B-Cell Receptor Signaling; 340,000 compounds, 0.05% hits; Potency, µM (titrated, usually from 46.1 µM), for inactives: at the highest dose ratio change, negative = lower green/red ratio, most hits filed as inhibitors; ABC-DLBCL IkBa-CBG/CBR reporter, luminescence ratio, 4 h; active = well fitted inhibition curve with a large enough effect in the signal ratio, with a control signal flat, not every such curve was filed as active; inconclusive = small, poorly fitted or top-dose-only effect, or effect the other way, or a change in a side signal; the % refers to the signal ratio;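 also: potency is read from the fitted curve at half-maximal effect; plate controls were basal doxycycline-induced cells for no effect and cells given 10 µM MG132 for full effect; MG132 reads +100%, hits lower the ratio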
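Doxycycline induced both beetle luciferases in TMD8 lymphoma cells; IKK-driven degradation limits the IkappaBalpha-fused green signal, while red luminescence normalises for cell number and nonspecific effects. Compounds tested up to 46 uM, 4 hrs.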
Eya2 phos inh – qHTS Assay for Inhibitors of the Phosphatase Activity of Eya2; Protein phosphatase EYA2 (Homo sapiens), O00167; recombinant Eya2, OMFP fluorescence dephosphorylation (OMFP is methylfluorescein phosphate); Potency, µM (series often up to 76.9 µM), without a hit: at the highest dose activity, negative = inhibition, most hits filed as inhibitors; 330,000 compounds, 0.006% hits; AID 488837, 2010; also: potency is read from the fitted curve at half-maximal effect; % is scaled to controls: 0 for no effect and ±100 for the full control effect
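Eya2 protein (added as 0.2 uM solution) was preincubated with compound for 10 min at ambient temperature in 50 mM HEPES pH 7.5, 50 mM NaCl, 5 uM MgCl2, 0.05% BSA, 1 mM DTT. OMFP (added at 50 uM) then reacted 10 min; fluorescence read at 485/525 nm.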
TSHR antag – Antagonists of the Thyroid Stimulating Hormone Receptor: HTS campaign; Thyrotropin receptor (Homo sapiens), P16473; TSHR-expressing cells, TSH-stimulated cAMP HTRF, 2 h; stronger effect = lower value; activity change, negative = inhibition, % at 11.5 µM; 330,000 compounds, 0.2% hits; AID 504810, 2011;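 active = activity change below a set negative limit, meaning inhibition stronger than a set level, cut at about -70% in these data; inconclusive = activity change between two set negative limits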; also: % is scaled to controls: 0 for no effect and ±100 for the full control effect
Target sequence (P16473 whole entry, looked up): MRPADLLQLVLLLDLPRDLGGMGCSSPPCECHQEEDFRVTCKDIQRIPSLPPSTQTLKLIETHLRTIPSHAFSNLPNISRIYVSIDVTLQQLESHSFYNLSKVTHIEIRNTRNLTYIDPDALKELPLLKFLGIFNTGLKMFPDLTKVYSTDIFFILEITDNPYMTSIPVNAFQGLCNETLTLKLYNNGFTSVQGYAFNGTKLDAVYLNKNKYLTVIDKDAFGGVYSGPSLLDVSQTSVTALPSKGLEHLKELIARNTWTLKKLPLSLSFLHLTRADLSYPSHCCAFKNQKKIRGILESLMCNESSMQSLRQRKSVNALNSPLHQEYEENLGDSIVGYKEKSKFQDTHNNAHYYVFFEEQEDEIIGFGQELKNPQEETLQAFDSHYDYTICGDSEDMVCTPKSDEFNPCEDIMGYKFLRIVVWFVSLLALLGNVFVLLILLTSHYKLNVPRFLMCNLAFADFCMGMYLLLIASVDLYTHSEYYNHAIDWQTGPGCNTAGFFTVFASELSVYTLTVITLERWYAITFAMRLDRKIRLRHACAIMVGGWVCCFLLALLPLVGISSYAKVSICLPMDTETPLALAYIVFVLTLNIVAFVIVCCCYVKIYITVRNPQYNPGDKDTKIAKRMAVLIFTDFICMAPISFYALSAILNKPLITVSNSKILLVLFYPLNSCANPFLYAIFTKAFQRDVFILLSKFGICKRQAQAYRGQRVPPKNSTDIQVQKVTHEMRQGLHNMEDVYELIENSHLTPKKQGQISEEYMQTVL
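Freshly harvested TSHR cells receive pin-tooled compound, then EC80 TSH at 4nM final. After 2 hours at 37 deg C, antibody in lysis buffer and cAMP-d2 are added; 30 minutes at ambient temperature precede the HTRF read.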
Numbers without * were called inactive; ? = inconclusive; . = not tested or not shown; [ ] = dose if it differs, or a comment. Unless noted, calls follow the shape of the dose curve; as a rule, active = well fitted curve in the direction sought with a large enough effect; inconclusive = small, poorly fitted or top-dose-only effect, or another doubt; inactive = no such curve, though single readings can be large; an effect the other way counts as inactive or inconclusive. Hits appear at their usual frequency (roughly 3.2% active in at least one column).

SMILES,Tb PFK inh,ELG1 repair inh,TCR act,ASM inhibitor,TSHR antag,BCR signal inh,TSG101-PTAP inh,A-T KAP1 phos,a7 integrin act,Mito fusion yeast,Eya2 phos inh
CC1CC(C)CN(CCCNS(=O)(=O)c2ccc3c(c2)CCN3C(=O)C2CC2)C1 (stereo not given),0%,6%,-10%,-2%,2,1%,-4%,-4%,-22%,3%,8%
CCOc1ccc(NC(=O)CN(C)C(=O)CN2C(=O)c3ccc([N+](=O)[O-])cc3C2=O)cc1OCC,-6%,-23%,3%,7%,1,0%,-1%,8%,10%,2%,-15%
Cc1ccccc1NC(=O)Cc1nc(-c2ccc3ccccc3c2)cs1,-2%,3%,7%[46.1 µM],-1%,-25,17%,0%,-3%,1%,-11%,3%
COc1ccc(N2CCOCC2)c(NC(=O)c2ccc(Br)o2)c1,1%,16µM*,4%,0%,-6,1%,.,2%,16%,-2%,-5%
COc1ccc(Nc2nc(-c3ccc(OC)cc3)c(CCC(=O)O)s2)cc1,-2%,?,6%,2%,-3,-1%,0%,-38%,2%,4%,-4%
O=C(Nc1cc(Br)ccc1O)c1cc(-c2ccco2)on1,1%,?,3%,-1%,-2,?,1%,-1%,-44%,2%,-7%
Cc1ccc(C=Nc2cc([N+](=O)[O-])ccc2C)s1,?,21%,-9%[46.1 µM],6%,19,-1%,-2%,-8%,10%,2%,0%
COc1ccc(-c2nc(C#N)c(NCCc3ccccc3)o2)cc1OC,2%,?,6%,-16%,-8,-23%,-1%,-2%,-38%,11%,8%
COc1ccccc1C(=O)Nc1ccnn1C1CCN(C(=O)C(C)(C)C)CC1,1%,6%,8%,5%,1,-18%,-1%,-2%,13%,-4%,?
CCCCn1nc(CC(=O)NCCN(CC)CC)c2ccccc2c1=O,-9%,-10%,5%,7%,3,5%,-2%,-42%,15%,-10%,22%
CCCCn1c(N)c(N(CC(C)C)C(=O)CCCSc2nncs2)c(=O)[nH]c1=O,3%,-10%,-3%,0%,3,-2%,-2%,0%,-15%,4%,7%
Cn1c(=N)c(S(=O)(=O)c2ccccc2)cc2c(=O)n3ccccc3nc21,14%,0%,-7%,15%,4,10%,-3%,-1%,-11%,-2%,6%
Cc1cc(OCC(=O)NC(C)C)cc(C)c1Cl,1%,-3%,5%[46.1 µM],1%,-5,?,-7%,1%,26%,7%,11%
Cc1cc2cc(C)c3nnc(SCC(=O)Nc4ccc(S(=O)(=O)N5CCCCC5C)cc4)n3c2cc1C (stereo not given),0%,?,-8%[46.1 µM],-9%,22,5%,2%,-5%,-20%,4%,3%
CCOC(=O)c1cnc(SC)nc1Oc1cccc(NC(=O)c2cccc(Cl)c2Cl)c1,-1%,-4%,-3%,-1%,30,-1%,0%,3%,0%,6%,0%
CC(C)[N+](C)(C)CC#CC(O)(c1ccccc1)c1ccccc1,0%,-7%,2%,5%,5,3%,-1%,9%,4%,-1%,3%
CCCN(C(=O)COC(=O)CNC(=O)c1ccc2ccccc2c1)c1c(N)n(Cc2ccccc2)c(=O)[nH]c1=O,-20%,9%,-1%,7%,3,8%,-9%,13%,-16%,-1%,-34%
COc1cc2nc(CN(C)Cc3ccc(Cl)cc3)[nH]c(=O)c2cc1OC,1%,-25%,-3%,-2%,-8,-9%,-2%,-1%,-2%,6%,18%
CCSC1=NCCN1C(=O)c1c(-c2ccccc2Cl)noc1C,0%,15%,.,0%,10,6%,-3%,1%,-12%,-2%,-4%
CN(C)c1nc(Oc2ccc(=O)n(C)n2)nc(N2CCOCC2)n1,-6%,?,2%,3%,2,-12%,-6%,4%,16%,3%,-24%
COc1cc(OC)c2cc(C(=O)N/N=C/c3ccccc3O)[nH]c2c1,3%,-15%,-2%,15%,-8,3%,-5%,7%,-29%,0%,10%
CC(Sc1ccc(Cl)cc1)C(=O)NCC(c1ccco1)N1CCCCC1 (stereo not given),0%,-12%,1%,-1%,3,-3%,-6%,5%,-15%,4%,-5%
COc1ccc(Cn2c(CCC(=O)O)nc3cccnc32)cc1,2%,-5%,-6%,-3%,-1,-6%,-4%,7%,11%,-1%,10%
C=CCN(C(=O)c1csnn1)C(C(=O)NCc1ccccc1)c1c(F)cccc1Cl (stereo not given),-3%,-5%,-2%,4%,-2,-4%,-8%,7%,-16%,-7%,1%
CC(OC(=O)c1cccnc1)C(=O)NCc1ccc2c(c1)OCO2 (stereo not given),-3%,4%,2%[46.1 µM],4%,3,-1%,-2%,6%,-11%,5%,9%
CN(C)c1ccc(NC(=O)CN2CCC(C(=O)c3ccc(F)cc3)CC2)cc1,3%,-27%,3%,-4%,7,-2%,2%,4%,13%[7.66 µM],5%,-1%
O=C(Cc1ccccc1)Nc1ccccc1N1CCCC1,3%,-19%,0%,0%,-3,?,-3%,-2%,-23%,-6%,-13%
COc1ccccc1-c1oc2ccccc2c1C#CCCO,-3%,-8%,-3%,98%[activator],-10,0%,-4%,13%,0%,26%,-23%
O=C(CN(Cc1ccccc1)C(=O)c1csnn1)NCCc1ccccc1,-1%,2%,-1%,2%,4,10%,-2%,1%,-25%,1%,-1%
Cn1c(=O)c(C(=O)CN2CCCCCC2)c(N)n(Cc2ccccc2)c1=O,4%,-12%,7%,-1%,1,26%,-3%,2%,-13%,-6%,-11%
CCc1ccc(-n2c(SCC(=O)Nc3cc(C)[nH]n3)nc3[nH]ncc3c2=O)cc1,4%,12%,2%,2%,-5,1%,-5%,5%,-27%,1%,-12%
CC1(C)OC(=O)C=C[C@]2(C)[C@H]3CC[C@@]4(C)[C@H](C(=O)O)OC(=O)[C@H]5O[C@]54[C@]3(C)C(=O)C[C@@H]12,2%,17%,-7%,3%,-11,1%,-1%,-1%,-30%,-4%,4%
CCn1c(N2CCC(Cc3ccccc3)CC2)nc2c1c(=O)[nH]c(=O)n2C,-6%,?,9%,-5%,-18,-2%,-4%,-11%,-28%,?,-26%
COC(=O)NCCOc1cc(C)ccc1C,-4%,-1%,2%,-1%,-1,-4%,3%,-3%,13%,-5%,-2%
Oc1ccccc1C1=Nc2ncnn2C(c2ccc(F)cc2)C1 (stereo not given),9%,-1%,2%,0%,-3,-2%,-1%,-1%,3%,-4%,13%
Cc1[nH]n(-c2ccccc2)c(=O)c1C(C[N+](=O)[O-])c1ccccc1Cl (stereo not given),12%,-1%,17%,2%,-1,4%,6%,-6%,-8%,-2%,10%
O=C(CN1C(=O)NC2(CCCC2)C1=O)Nc1ccccc1C(F)(F)F,2%,6%,1%,0%,-2,3%,-5%,12%,23%,3%,0%
C=CCn1c(COc2cccc3ccc(C)nc23)nnc1SCC(=O)O,.,.,1%,6%,.,.,-6%,.,19%,2%,.
CCc1ccc2c(COC(=O)C3CSC4(C)CCC(=O)N34)cc(=O)oc2c1 (stereo not given),-1%,18%,.,-1%,-16,0%,-2%,1%,-11%,-1%,-10%
Cc1cccc(N=Nc2cnc(N)s2)c1,2%,?,9%,-2%,2,?,-3%,-15%,-6%,-8%,5%
COc1ccc(C(=O)Nc2cc(C)on2)c(OC)c1,1%,?,-1%,-1%,-8,3%,-9%,3%,43%,1%,-3%
CCCCCCN=C(C)C1=C(O)C(C(=O)OC)C(C)(C)CC1=O (stereo not given),-6%,?,3%,-1%,14,4%,-5%,7%,-2%,9%,5%
